Screens (PubChem)
hcGAS lum: human cGAS inhibition; Q8N884; recombinant h-cGAS, ATP depletion, Kinase-Glo luminescence; inhibition, % at 12.5 µM; 290,000 compounds, 0.081% hits; AID 1259398;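 further: 0% = vehicle reaction and 100% = reaction without DNA for no activity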
Target sequence (Q8N884 whole entry, looked up): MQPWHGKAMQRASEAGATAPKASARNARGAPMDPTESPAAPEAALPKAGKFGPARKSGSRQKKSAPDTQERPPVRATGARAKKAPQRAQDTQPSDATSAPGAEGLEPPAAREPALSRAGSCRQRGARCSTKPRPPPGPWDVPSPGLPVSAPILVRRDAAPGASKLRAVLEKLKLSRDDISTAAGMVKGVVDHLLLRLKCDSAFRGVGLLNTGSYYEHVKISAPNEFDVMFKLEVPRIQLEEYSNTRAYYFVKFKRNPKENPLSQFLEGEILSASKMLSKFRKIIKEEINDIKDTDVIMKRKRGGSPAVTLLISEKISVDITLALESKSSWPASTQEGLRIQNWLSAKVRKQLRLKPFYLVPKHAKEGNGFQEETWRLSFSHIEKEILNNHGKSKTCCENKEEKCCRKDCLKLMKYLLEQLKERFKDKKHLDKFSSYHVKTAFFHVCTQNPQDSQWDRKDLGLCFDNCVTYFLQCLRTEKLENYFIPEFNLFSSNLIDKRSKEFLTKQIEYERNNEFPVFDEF
NPYLR7 ag: mosquito NPYLR7 agonism. HEK293T NPYLR7/Galpha15, GCaMP6s calcium fluorescence. activation, % at 10 µM. 270,000 compounds, 0.15% hits; in the data active means activation above about 40%;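 further: 0% = vehicle and 100% = reference agonist at the receptor; some compounds past the cut are filed as inactive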
mcGAS inh: mouse cGAS inhibition by luminescence; Q8C6L5; recombinant cGAS, Kinase-Glo ATP depletion luminescence; inhibition, % at 12.5 µM; 160,000 compounds, 0.15% hits;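 further: 0% = negative control wells and 100% = reference inhibitor with no enzyme activity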
An asterisk follows results filed as active; & = joins results of further samples. Unless noted, no stated cut-off is given here; in the data, active means inhibition above about 40%; inactive means the rest.

`COC(=O)c1cc2c(=O)n(-c3cc(OC)c(OC)c(OC)c3)ccc2nc1C` gave hcGAS lum -11, NPYLR7 ag -1 and mcGAS inh -6.
Screening CCSc1ncc(-c2nccn2Cc2cc(C(C)C)no2)cn1 returned hcGAS lum -1, NPYLR7 ag 5 and mcGAS inh -16.
Cc1ccc2cc(CCNC(=O)C3c4ccccc4Oc4ccccc43)c(=O)[nH]c2c1 was read as hcGAS lum -6, NPYLR7 ag 1 and mcGAS inh -8.
For Cc1noc(C2CCCN2C(=O)Cc2c(C)[nH]c3c(F)cccc23)n1 (stereo not given) the results were hcGAS lum -3 and NPYLR7 ag 10.
Cc1cnc(C)c(N2CCN(Cc3ccc(C4CCCCO4)o3)CC2)n1 (stereo not given) was read as hcGAS lum -5 and NPYLR7 ag 7.
`N#Cc1cc(S(=O)(=O)N2CCOCC2)ccc1N1CCOCC1` gave hcGAS lum -5 and NPYLR7 ag -1.
`COCCNC(=O)c1c(NC(=O)c2ccco2)sc2c1CCCC2` gave hcGAS lum -1, NPYLR7 ag 11 and mcGAS inh -7.
Cn1cc(-c2nc(COc3ccc(F)cc3F)cs2)cn1 was read as hcGAS lum 4 and NPYLR7 ag -3.
`COc1ccccc1-c1ccc(NC(C)c2csc(C)n2)nn1` (stereo not given) gave hcGAS lum -9, NPYLR7 ag -3 and mcGAS inh -12.
Screening CCC1CCCCN1c1nc(-c2cccc(Cl)c2Cl)nc2ccccc12 (stereo not given) returned hcGAS lum -8, NPYLR7 ag -2 and mcGAS inh -6.
CCc1cc(C(=O)N2CCC(=O)N(CC3CC3)C(C(C)C)C2)cs1 (stereo not given) was read as hcGAS lum -6, NPYLR7 ag 3 and mcGAS inh -12.
Screening Cc1ccc(NC(=O)N2CCC3(CC2)NC(=O)c2cc(F)c(F)cc2N3)c(C)c1 returned hcGAS lum -5, NPYLR7 ag 16 and mcGAS inh -8.
For Cc1nn(CCC#N)c(C)c1S(=O)(=O)N1CCOCC1 the results were hcGAS lum 0, NPYLR7 ag 2 and mcGAS inh -5.
`CN1CCNC(=O)C12CCN(S(=O)(=O)c1cccc(Cl)c1)CC2` gave hcGAS lum -5 and NPYLR7 ag 1.
`CCCc1nc(C(=O)N2CCC(O)(CN(C)C)C2)cs1` (stereo not given) gave hcGAS lum -7 and NPYLR7 ag 4.
`C=C(Cl)CN1C(=O)CN(C2CCCC2)C1=O` gave hcGAS lum -11, NPYLR7 ag 0 and mcGAS inh -14.
OCCC1CN(Cc2ccc(-n3cccn3)cc2)CCN1Cc1ccccc1F (stereo not given) was read as hcGAS lum -6 and NPYLR7 ag 5.
For COC(=O)c1ccc(NC(=O)CN(C)S(=O)(=O)c2ccc(C#N)cc2)s1 the results were hcGAS lum -14 and NPYLR7 ag 7.
Screening COc1ccc(CC(=O)NCC2CCCN(C(=O)c3ccc4c(c3)OCO4)C2)cc1 (stereo not given) returned hcGAS lum -9 and NPYLR7 ag 20.
COc1ccc(CNCc2cnc(-c3ccccc3C)s2)c(F)c1F was read as hcGAS lum -2 and NPYLR7 ag -6.
`O=C(Nc1ccc(OC(F)(F)F)cc1)c1cccn(OCc2ccc(F)cc2)c1=O` gave hcGAS lum -7, NPYLR7 ag 2 and mcGAS inh -6.
`CN(C)c1ccc(-c2ccc3c(c2)COCC(=O)N3CCN2CCOCC2)cc1` gave hcGAS lum -8 and NPYLR7 ag 5.
Screening COCC(=O)Nc1cc(C(=O)N(C)C2CCCCC2)c2c(c1)ncn2Cc1ccc(F)cc1 returned hcGAS lum -4, NPYLR7 ag 26 and mcGAS inh -11.
COc1ccc(Cl)cc1N=P12CN3CN(CN(C3)C1)C2 was read as hcGAS lum 3 and NPYLR7 ag 3.
Screening CN(C)CCCNc1ccc([N+](=O)[O-])cc1C#N returned hcGAS lum -4, NPYLR7 ag -9 and mcGAS inh -1.
`Cc1cccc(OCc2nc(CN(CCN(C)C)C(=O)c3cccs3)cs2)c1C` gave hcGAS lum -5, NPYLR7 ag 16 and mcGAS inh -6.
`COC(=O)c1sc(N2C(=O)C(=O)C(=C(O)c3ccc(OC)cc3)C2c2ccccc2)nc1C` (stereo not given) gave hcGAS lum -7, NPYLR7 ag 5 and mcGAS inh -9.
Screening Cc1cc(=O)[nH]c(-n2nc(C)cc2NC(=O)C(C)Oc2ccccc2)n1 (stereo not given) returned hcGAS lum 1, NPYLR7 ag -4 and mcGAS inh -1.
COc1ccc(-n2c(-c3ccccc3)cc(C(=O)N3CCN(C(=O)c4ccccc4OC)CC3)c2C)cc1OC was read as hcGAS lum -16, NPYLR7 ag -10 and mcGAS inh -5.
Screening Cc1cccc(CO[C@]2(C(=O)NCC3CC3)CC(OCc3cccc(F)c3F)[C@H](O)[C@H](O)C2)c1 (stereo not given in full) returned hcGAS lum 2, NPYLR7 ag 8 and mcGAS inh -4.
`c1nc(SCc2ccc3c(c2)OCO3)c2c3c(sc2n1)CCCC3` gave hcGAS lum -2 and NPYLR7 ag -8.
Screening COc1cc(-c2[nH]ncc2CN(C)Cc2nccn2C)cc(OC)c1OC returned hcGAS lum -14 and NPYLR7 ag 11.
For CN(CCc1cnn(C)c1)c1nc2nonc2nc1NCc1cccs1 the results were hcGAS lum -8&3 and NPYLR7 ag 3&2.
For C=CCNC(=S)Nc1ccc(Cl)cc1F the results were hcGAS lum -6 and NPYLR7 ag 0.
Cc1nc(CN2C(=O)C(C)ON=C2c2cccc(Cl)c2)cs1 (stereo not given) was read as hcGAS lum -9 and NPYLR7 ag 9.
Screening CC(=O)Nc1ccc(NC(=O)CSc2ncc(CO)n2CC(=O)NC2CC2)cc1 returned hcGAS lum -1 and NPYLR7 ag 9.
COc1cc(CN(C(=O)C(C)Cc2ccccc2F)C2CC2)ccc1O (stereo not given) was read as hcGAS lum -8 and NPYLR7 ag 5.
CCCCN(CC)C(=O)c1cn[nH]c1-c1ccccc1 was read as hcGAS lum -9 and NPYLR7 ag 9.
`O=C(c1ccc(Br)cc1)C(CSc1ccc(Cl)cc1)n1cncn1` (stereo not given) gave hcGAS lum 1 and NPYLR7 ag 0.
Screening O=C(CCN1CCN(c2ccc(Cl)cn2)CC1)NCc1ccco1 returned hcGAS lum -5 and NPYLR7 ag 4.
`CN1C(=O)C(CC(=O)NCCc2ccco2)(Cc2ccccc2)c2ccccc21` (stereo not given) gave hcGAS lum -6, NPYLR7 ag 5 and mcGAS inh -15.
`CCOC(=O)CN(Cc1cccs1)[C@@H]1C[C@@H]2CO[C@H](C(C)C)C[C@@H]2C1` gave hcGAS lum 0, NPYLR7 ag 0 and mcGAS inh -7.
COCCN(Cc1c(-c2ccccc2)noc1N1CCCCC1)C(=O)C1CC1 was read as hcGAS lum -3, NPYLR7 ag 8 and mcGAS inh -5.
Screening CC(C)CN(Cc1ccco1)C(=O)c1cn(CC2CCCNC2)nn1 (stereo not given) returned hcGAS lum -7 and NPYLR7 ag 14.
`COc1ccc(-n2c(SCC(=O)Nc3nc(C)cs3)nc3c(c2=O)SCC3)cc1OC` gave hcGAS lum -3, NPYLR7 ag -9 and mcGAS inh -5.
For CC1(C)C2CCC1(C)C(OC(=O)CSc1ncn[nH]1)C2 (stereo not given) the results were hcGAS lum -6, NPYLR7 ag 2 and mcGAS inh -7.
`O=C(Nc1ncn[nH]1)c1csc(-c2cccc(C(F)(F)F)c2)n1` gave hcGAS lum -12 and NPYLR7 ag 1.
CCOC(=O)C1CCN(C(=O)c2cc(-c3ccc(F)cc3)n3nc(-c4ccccc4)cc3n2)CC1 was read as hcGAS lum -4, NPYLR7 ag 24 and mcGAS inh -6.
Cc1ncc(CN2CCCC2C(=O)Nc2cccc(-n3cccn3)c2)[nH]1 (stereo not given) was read as hcGAS lum -11 and NPYLR7 ag 1.
For COc1ccc(-c2cc(C(=O)Nc3cc(Cl)ccc3OC)c3ccccc3n2)cc1 the results were hcGAS lum -3, NPYLR7 ag -19 and mcGAS inh -4.
Screening C=CCn1cc(CN[C@H](C)c2cccc(OC)c2)c(C)n1 returned hcGAS lum -5 and NPYLR7 ag -2.
Screening Nc1ccc(N2CCCCC2)cc1 returned hcGAS lum -5 and NPYLR7 ag 8.
Screening CCCCN(CC(=O)N1c2ccccc2-n2cccc2C1c1ccc(Cl)cc1)C(=O)c1cc(C(F)(F)F)cc(C(F)(F)F)c1 (stereo not given) returned hcGAS lum -1, NPYLR7 ag 5 and mcGAS inh -3.
Screening O=C(NC(Cc1ccccc1)C(=O)Nc1nnc(-c2ccccc2)s1)c1ccccc1Cl (stereo not given) returned hcGAS lum -7, NPYLR7 ag 16 and mcGAS inh -6.
For C=c1c(C#N)c2[nH]c(N)c(C#N)c(C)c-2/c1=C\c1ccc(-c2ccc(C(=O)O)cc2)o1 the results were hcGAS lum -3, NPYLR7 ag 18 and mcGAS inh -4.
`O=C(Nc1ccccc1)c1cccc(S(=O)(=O)NCc2cccnc2)c1` gave hcGAS lum -4, NPYLR7 ag -7 and mcGAS inh -7.
For COc1cccc(Cc2nsc(N(CCC(=O)N3CCN(c4ccccc4OC)CC3)Cc3ccco3)n2)c1 the results were hcGAS lum -9, NPYLR7 ag 11 and mcGAS inh -6.
`NC1(C(=O)O)CCN(Cc2ccccc2O)C1` (stereo not given) gave hcGAS lum -2 and NPYLR7 ag -5.
COc1ccc(S(=O)(=O)N(C)CC2OCCO2)cc1OC was read as hcGAS lum -9, NPYLR7 ag -12 and mcGAS inh -4.
For CCn1c(C)c(C)n2c3c(=O)n(CCN4CCCCC4)c(=O)n(C)c3nc12 the results were hcGAS lum 7 and NPYLR7 ag 0.
For O=C(NCc1cccc(C(F)(F)F)c1)c1cc2n(n1)CCN(Cc1cccc(Cl)c1)C2=O the results were hcGAS lum -2, NPYLR7 ag 14 and mcGAS inh 16.
O=c1oc2ccccc2cc1-c1csc(N/N=C\c2ccco2)n1 was read as hcGAS lum 0, NPYLR7 ag -7 and mcGAS inh 1.
For CC(C)N(C)Cc1ccccc1CNC(=O)c1ncncc1Cl the results were hcGAS lum -5 and NPYLR7 ag 2.
For O=S(=O)(NN=Cc1ccc(O)c(O)c1O)c1ccc(Br)cc1 the results were hcGAS lum -5 and NPYLR7 ag 8.
`O=C(NC(Cc1ccccc1)c1ccccc1)c1ccc(-c2cc(-c3cccc4ccccc34)[nH]n2)cc1` (stereo not given) gave hcGAS lum -3, NPYLR7 ag 23 and mcGAS inh -2.
`COc1cc(C(=O)N(C)Cc2nonc2C)ccc1OC1CCN(C2CCCC2)CC1` gave hcGAS lum 0 and NPYLR7 ag 8.
CCn1cc2nc(OC)c(CNC(=O)Cn3ccccc3=O)cc2c1O was read as hcGAS lum -8, NPYLR7 ag 10 and mcGAS inh -16.
`CC(=O)Nc1c(C)ccc(NC(=O)NC(C)c2c(C)noc2C)c1C` (stereo not given) gave hcGAS lum -6, NPYLR7 ag 0 and mcGAS inh -15.
Screening Cc1cc(C)c2nc(C)cc(NC(=O)COC(C)C)c2c1 returned hcGAS lum -9, NPYLR7 ag 2 and mcGAS inh -9.
`O=C(Cn1cnnn1)Nc1ncc(Cc2cc(Cl)cc(Cl)c2)s1` gave hcGAS lum -6, NPYLR7 ag 1 and mcGAS inh -9.
Screening N=C1/C(=C\c2cccs2)C(=O)N=C2SC(C34CC5CC(CC(C5)C3)C4)=NN12 returned hcGAS lum 2 and NPYLR7 ag -3.
Screening Cc1ccccc1N(CC(=O)NCc1ccc(Br)s1)S(C)(=O)=O returned hcGAS lum -4 and NPYLR7 ag -1.
For CC(C)(C)OC(=O)N1CCCN(C(=O)c2ccc[nH]c2=O)CC1 the results were hcGAS lum -3 and NPYLR7 ag 10.

A draw from above in order of molar mass, low to high.
`COc1cc(C(=O)N(C)Cc2nonc2C)ccc1OC1CCN(C2CCCC2)CC1` gave hcGAS lum 0 and NPYLR7 ag 8.
For O=C(NCc1cccc(C(F)(F)F)c1)c1cc2n(n1)CCN(Cc1cccc(Cl)c1)C2=O the results were hcGAS lum -2, NPYLR7 ag 14 and mcGAS inh 16.
`O=C(NC(Cc1ccccc1)c1ccccc1)c1ccc(-c2cc(-c3cccc4ccccc34)[nH]n2)cc1` (stereo not given) gave hcGAS lum -3, NPYLR7 ag 23 and mcGAS inh -2.

By substructure: the entries above containing a thiophene ring, fused or not
`COCCNC(=O)c1c(NC(=O)c2ccco2)sc2c1CCCC2` gave hcGAS lum -1, NPYLR7 ag 11 and mcGAS inh -7.
CCc1cc(C(=O)N2CCC(=O)N(CC3CC3)C(C(C)C)C2)cs1 (stereo not given) was read as hcGAS lum -6, NPYLR7 ag 3 and mcGAS inh -12.
For COC(=O)c1ccc(NC(=O)CN(C)S(=O)(=O)c2ccc(C#N)cc2)s1 the results were hcGAS lum -14 and NPYLR7 ag 7.
`Cc1cccc(OCc2nc(CN(CCN(C)C)C(=O)c3cccs3)cs2)c1C` gave hcGAS lum -5, NPYLR7 ag 16 and mcGAS inh -6.
`c1nc(SCc2ccc3c(c2)OCO3)c2c3c(sc2n1)CCCC3` gave hcGAS lum -2 and NPYLR7 ag -8.
For CN(CCc1cnn(C)c1)c1nc2nonc2nc1NCc1cccs1 the results were hcGAS lum -8&3 and NPYLR7 ag 3&2.
`CCOC(=O)CN(Cc1cccs1)[C@@H]1C[C@@H]2CO[C@H](C(C)C)C[C@@H]2C1` gave hcGAS lum 0, NPYLR7 ag 0 and mcGAS inh -7.
Screening N=C1/C(=C\c2cccs2)C(=O)N=C2SC(C34CC5CC(CC(C5)C3)C4)=NN12 returned hcGAS lum 2 and NPYLR7 ag -3.
Screening Cc1ccccc1N(CC(=O)NCc1ccc(Br)s1)S(C)(=O)=O returned hcGAS lum -4 and NPYLR7 ag -1.
